SIRT5 inh: SIRT5 desuccinylase inhibitors, primary screen, biochemical, fluorescence imaging, single point, set 5; 1.1% of 330,000 active; NAD-dependent protein deacylase sirtuin-5, mitochondrial (Homo sapiens), Q9NXA8; Purified SirT5, succinyl-peptide AMC, trypsin-coupled fluorescence; inhibition, % at 15 µM; in the data active = inhibition above about 15%; inconclusive = no clear call, values can overlap the other calls
Target sequence (Q9NXA8 whole entry, looked up): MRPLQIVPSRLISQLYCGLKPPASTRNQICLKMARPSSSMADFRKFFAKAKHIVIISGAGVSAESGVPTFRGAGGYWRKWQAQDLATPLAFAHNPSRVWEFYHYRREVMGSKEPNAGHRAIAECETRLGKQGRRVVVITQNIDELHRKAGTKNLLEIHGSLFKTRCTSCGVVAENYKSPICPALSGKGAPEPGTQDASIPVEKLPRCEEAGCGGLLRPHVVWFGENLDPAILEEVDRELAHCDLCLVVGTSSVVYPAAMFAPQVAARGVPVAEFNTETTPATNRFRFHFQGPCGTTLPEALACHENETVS
DENV2 CPE: inhibitors of DENV2 cytopathic effect, primary screen, cell-based, plate reader, single concentration; CPE inhibition, % at 9.99 µM; AID 651640, 2012; DENV2-infected cells, cytopathic effect rescue; 1.7% of 350,000 active; in the data active = CPE inhibition above about 20%, passing the limit was not always enough; inconclusive = no clear call, values can overlap the other calls; tested in BHK-21 cells;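 note: 0% = median of neutral control wells and 100% = median of positive control wells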
E-selectin induc: E-selectin induction in HUVECs, primary screen, imaging, HUVEC, immunofluorescence imaging, single point; normalized: neutral wells 0, TNF-alpha wells 100; activation, % at 7.58 µM; 0.37% of 260,000 active; AID 686992, 2013;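 active = mean E-selectin-positive cell signal at least 10% of the positive control, reached in at least 60% of replicates, without over 20% cell loss; inconclusive = no rule given, readout overlaps actives, possibly toxicity-flagged; inactive = the rest, including those meeting only one limit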;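 note: in these data hits start at about 27%; measured in HUVEC primary endothelial cells; signal is the percent of cells scored E-selectin positive by PE staining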
Target sequence (P16581 whole entry, looked up): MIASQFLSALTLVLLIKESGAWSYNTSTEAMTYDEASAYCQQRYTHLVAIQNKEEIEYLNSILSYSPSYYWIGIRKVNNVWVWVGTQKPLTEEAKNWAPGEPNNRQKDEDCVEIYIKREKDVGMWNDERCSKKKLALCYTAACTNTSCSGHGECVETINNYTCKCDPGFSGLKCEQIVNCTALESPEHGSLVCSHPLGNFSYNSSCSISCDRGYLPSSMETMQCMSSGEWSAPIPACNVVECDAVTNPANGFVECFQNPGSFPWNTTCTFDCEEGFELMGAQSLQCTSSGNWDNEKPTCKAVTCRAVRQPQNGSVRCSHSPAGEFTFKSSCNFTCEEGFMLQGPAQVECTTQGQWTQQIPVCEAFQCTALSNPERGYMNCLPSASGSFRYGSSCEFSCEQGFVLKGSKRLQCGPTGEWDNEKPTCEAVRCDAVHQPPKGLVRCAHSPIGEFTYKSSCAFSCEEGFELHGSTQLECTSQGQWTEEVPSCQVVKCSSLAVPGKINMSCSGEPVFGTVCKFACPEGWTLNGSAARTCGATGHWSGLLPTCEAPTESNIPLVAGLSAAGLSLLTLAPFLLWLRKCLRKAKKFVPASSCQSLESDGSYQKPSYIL
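Read-out basis: % PE-positive cells; Test system: HUVEC primary endothelial cells; Technique: immunofluorescence imaging; Dosing: single-point compound dose.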
S100A4 inh HTS: inhibitors of S100A4-myosin IIA peptide binding, primary screen, biochemical, fluorescence polarization, TAMRA-MyoIIA peptide; inhibition, % at 10.7 µM; 0.14% of 360,000 active; Protein S100-A4 (Homo sapiens), P26447;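 active = mean inhibition of at least 70% across replicates, with every replicate also reaching that level; inconclusive = mean inhibition reaches 70% but some replicates fall short; inactive = mean inhibition below 70%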
Target sequence (P26447 whole entry, looked up): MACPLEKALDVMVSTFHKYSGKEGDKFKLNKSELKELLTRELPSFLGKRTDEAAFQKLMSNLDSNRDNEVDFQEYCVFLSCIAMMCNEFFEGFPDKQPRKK
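incubation = readout 5 min after mixing, signal stable up to 60 min | system = S100A4 monomer protein | buffer or medium = HEPES pH 7.2 with CaCl2, KCl, NaCl, DTT, Triton | benchmarks = neutral control DMSO, positive control TFP | also added = fluorescent myosin IIA peptide, 5 nM | compound dosing = one concentration per compound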
Statin myotox sup: suppressors of statin myotoxicity in C2C12 myotubes, primary screen, cell-based, single point, plate reader; rescue of ATP level, % at 7.49 µM; 0.78% of 330,000 active; AID 602340, 2012; C2C12 myotubes + simvastatin, ATP luminescence, 48 h; scaled: DMSO 0, geranylgeraniol control 100;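 active = mean ATP rescue above about 67%, or every replicate alone reaching that limit, limit read from the data, passing the limit was not always enough; inconclusive = no clear call, values can overlap the other calls; inactive = mean under the limit and some replicate under it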;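 note: myotubes were challenged with 10 µM simvastatin during compound exposure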
PglD DTNB: C. jejuni PglD acetyltransferase inhibitors, primary screen, biochemical, DTNB colorimetric, single point. UDP-N-acetylbacillosamine N-acetyltransferase PglD (Campylobacter jejuni). 0.098% of 360,000 active. inhibition, % at 12.5 µM. purified PglD enzyme, DTNB colorimetric CoA detection; in the data active = inhibition above about 16%, passing the limit was not always enough; inconclusive = no clear call, values can overlap the other calls; note: strong numbers were not always called active
ERp5 block: inhibitors of ERp5-driven insulin aggregation, primary screen, biochemical, turbidity, absorbance 650 nm, single point; Protein disulfide-isomerase A6 (Homo sapiens), Q15084; 90 min; inhibition, % at 9.99 µM; 0.05% of 350,000 active; AID 651711, 2012;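 active = mean replicate inhibition above about 25%, with every replicate also reaching it, limit read from the data, passing the limit was not always enough; inconclusive = only one of those two criteria met; inactive = neither criterion met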
Active calls of the source: *. The list is partial, so the mix of outcomes need not match the whole.

CC1CCc2c(sc(NC(=O)Cn3nc(C(=O)O)c4ccccc4c3=O)c2C#N)C1 (configuration not stated) was read as SIRT5 inh 5, DENV2 CPE -2, E-selectin induc 3.7, S100A4 inh HTS -4 and ERp5 block 3.
For COC(=O)CSc1nc2ccccc2c(=O)n1C the results were E-selectin induc -0.2, Statin myotox sup -9 and PglD DTNB 4.
Screening O=C(c1cnccn1)N1CC(=O)N2[C@H](CO)[C@@H](c3ccc(C#CC4CCCC4)cc3)[C@H]2C1 returned SIRT5 inh 5, DENV2 CPE inconclusive, E-selectin induc 0.5, S100A4 inh HTS 9 and ERp5 block 1.
`C[C@@H]1CCCCO[C@@H](CN(C)C)[C@H](C)CN([C@@H](C)CO)C(=O)c2cc(NS(=O)(=O)c3ccc(F)cc3)ccc2O1` gave SIRT5 inh 13, DENV2 CPE -14, E-selectin induc 0.2, S100A4 inh HTS -17, Statin myotox sup -2, PglD DTNB 2 and ERp5 block 1.
`O=C(O)c1ccc(N/N=C2/CCSc3ccc(F)cc32)cc1` gave SIRT5 inh 10, DENV2 CPE -1, S100A4 inh HTS 0, Statin myotox sup -3, PglD DTNB -1 and ERp5 block -3.
For Cc1noc(C)c1S(=O)(=O)N(C)C[C@@H]1Oc2ccc(NS(=O)(=O)c3ccc(Cl)cc3)cc2C(=O)N([C@@H](C)CO)C[C@@H]1C the results were SIRT5 inh -3, DENV2 CPE 5, E-selectin induc -0.1, S100A4 inh HTS 0, Statin myotox sup 7, PglD DTNB 12 and ERp5 block -2.
Screening CC(C)NC(=O)Nc1cccc2c1O[C@@H](CN(C)CC1CCCCC1)[C@@H](C)CN([C@H](C)CO)C2=O returned SIRT5 inh -2, DENV2 CPE -2, E-selectin induc -0.1, S100A4 inh HTS 0, Statin myotox sup -11, PglD DTNB 1 and ERp5 block 0.
`CC1CCCC(C)N1/N=C/c1ccc(C#N)cc1` (configuration not stated) gave SIRT5 inh 6, DENV2 CPE -4, S100A4 inh HTS -1 and ERp5 block 1.
Screening CCC(=O)N(C)C[C@@H]1Oc2ncc(C#CCC3CCCC3)cc2C(=O)N([C@H](C)CO)C[C@H]1C returned SIRT5 inh 9, DENV2 CPE 20, E-selectin induc 1.1, S100A4 inh HTS 9, Statin myotox sup 1, PglD DTNB -1 and ERp5 block -1.
For O=C1CCc2cc(S(=O)(=O)N3CCN(c4cccc(C(F)(F)F)c4)CC3)ccc2N1 the results were SIRT5 inh -2, DENV2 CPE -4, S100A4 inh HTS -1, Statin myotox sup 7, PglD DTNB 0 and ERp5 block -2.
`O=C(CCCN1C(=O)/C(=C/c2cccc(Br)c2)SC1=S)N1CCOCC1` gave SIRT5 inh 4, DENV2 CPE -1, S100A4 inh HTS 2, PglD DTNB 3 and ERp5 block -12.
Screening CC(C)(C)OC(=O)C[C@H]1C/C=C\C[C@H](CC(=O)N(CCO)Cc2ccccc2)C(=O)N[C@@H](c2ccccc2)COC1=O returned SIRT5 inh 4, DENV2 CPE 3, E-selectin induc -0.1, S100A4 inh HTS -1, Statin myotox sup 6, PglD DTNB -1 and ERp5 block -2.
NS(=O)(=O)c1ccc(CNC(=O)CNC(=O)c2ccc(Br)o2)cc1 was read as SIRT5 inh -4, DENV2 CPE -1, S100A4 inh HTS 2, Statin myotox sup 2, PglD DTNB -2 and ERp5 block 0.
Screening O=C(CNc1ccc2ccccc2c1)N/N=C/c1ccc(OC(=O)/C=C/c2ccco2)cc1 returned SIRT5 inh -1, S100A4 inh HTS -6 and ERp5 block 2.
`Cc1ccc(NC(=O)c2ccccc2Br)cc1S(=O)(=O)N(C)C` gave SIRT5 inh -1, DENV2 CPE 6, E-selectin induc 2.5, S100A4 inh HTS 4 and ERp5 block 0.
`Cc1ccc(-c2ccc3c(c2)O[C@@H](CN(C)Cc2ccccn2)[C@H](C)CN([C@@H](C)CO)S3(=O)=O)cc1` gave SIRT5 inh 19*, DENV2 CPE 10, E-selectin induc -0.3, S100A4 inh HTS -7, Statin myotox sup -54, PglD DTNB 3 and ERp5 block -1.
For Cn1c(-c2ccccc2F)cc2onc(-c3ccccc3)c2c1=O the results were DENV2 CPE -7, E-selectin induc -0.2, S100A4 inh HTS 13, Statin myotox sup -11, PglD DTNB -1 and ERp5 block -5.
O=S(=O)(c1ccccc1)N1CCC(c2ccccc2)CC1 was read as SIRT5 inh -2, DENV2 CPE 5, E-selectin induc 0.2, S100A4 inh HTS -1, Statin myotox sup 7, PglD DTNB 4 and ERp5 block -2.
`NS(=O)(=O)c1ccc(CCNC(=O)c2ccc3ccccc3n2)cc1` gave SIRT5 inh -1, DENV2 CPE -10, S100A4 inh HTS 7 and ERp5 block 3.
Screening CCOC(=O)N1CCN(C(=O)C(CC(C)C)NS(=O)(=O)c2ccc(C)cc2)CC1 (configuration not stated) returned SIRT5 inh -2, DENV2 CPE -9, S100A4 inh HTS 1, Statin myotox sup 0, PglD DTNB -4 and ERp5 block 1.
Cc1ccc(S(=O)(=O)NC(C(=O)N2CCN(S(=O)(=O)c3cccc(F)c3)CC2)C(C)C)cc1 (configuration not stated) was read as SIRT5 inh -4, DENV2 CPE 16, S100A4 inh HTS -11, Statin myotox sup -4, PglD DTNB 7 and ERp5 block 1.
`Cc1ccc(CNC(=O)CCc2c(C)nn(-c3ccc(N4CCOCC4)nn3)c2C)cc1` gave SIRT5 inh 0, DENV2 CPE -6, E-selectin induc 0.0, S100A4 inh HTS -2, Statin myotox sup 3, PglD DTNB -2 and ERp5 block 1.
For C[C@@H]1CN([C@@H](C)CO)C(=O)c2cc(NC(=O)Nc3ccc(F)cc3)ccc2O[C@@H](C)CCCCO[C@@H]1CN(C)S(=O)(=O)c1ccccc1 the results were SIRT5 inh -2, DENV2 CPE 16, E-selectin induc -0.1, S100A4 inh HTS 4, PglD DTNB 2 and ERp5 block 2.
Cc1ccc(S(=O)(=O)N[C@@H]2CC[C@H](CC(=O)O)O[C@H]2CO)cc1 was read as SIRT5 inh 2, DENV2 CPE -2, E-selectin induc -0.4, S100A4 inh HTS 2, Statin myotox sup 9, PglD DTNB 1 and ERp5 block 2.

Looked up by compound from above, 6 records:
For C[C@@H]1CN([C@@H](C)CO)C(=O)c2cc(NC(=O)Nc3ccc(F)cc3)ccc2O[C@@H](C)CCCCO[C@@H]1CN(C)S(=O)(=O)c1ccccc1 the results were SIRT5 inh -2, DENV2 CPE 16, E-selectin induc -0.1, S100A4 inh HTS 4, PglD DTNB 2 and ERp5 block 2.
Cc1ccc(S(=O)(=O)NC(C(=O)N2CCN(S(=O)(=O)c3cccc(F)c3)CC2)C(C)C)cc1 (configuration not stated) was read as SIRT5 inh -4, DENV2 CPE 16, S100A4 inh HTS -11, Statin myotox sup -4, PglD DTNB 7 and ERp5 block 1.
`Cc1ccc(-c2ccc3c(c2)O[C@@H](CN(C)Cc2ccccn2)[C@H](C)CN([C@@H](C)CO)S3(=O)=O)cc1` gave SIRT5 inh 19*, DENV2 CPE 10, E-selectin induc -0.3, S100A4 inh HTS -7, Statin myotox sup -54, PglD DTNB 3 and ERp5 block -1.
For Cn1c(-c2ccccc2F)cc2onc(-c3ccccc3)c2c1=O the results were DENV2 CPE -7, E-selectin induc -0.2, S100A4 inh HTS 13, Statin myotox sup -11, PglD DTNB -1 and ERp5 block -5.
O=S(=O)(c1ccccc1)N1CCC(c2ccccc2)CC1 was read as SIRT5 inh -2, DENV2 CPE 5, E-selectin induc 0.2, S100A4 inh HTS -1, Statin myotox sup 7, PglD DTNB 4 and ERp5 block -2.
`Cc1ccc(CNC(=O)CCc2c(C)nn(-c3ccc(N4CCOCC4)nn3)c2C)cc1` gave SIRT5 inh 0, DENV2 CPE -6, E-selectin induc 0.0, S100A4 inh HTS -2, Statin myotox sup 3, PglD DTNB -2 and ERp5 block 1.

(cont.)
CC(=O)N(Cc1ccccc1)c1ccc(C(=O)O)cc1 was read as SIRT5 inh -1, S100A4 inh HTS -1, Statin myotox sup 2, PglD DTNB -1 and ERp5 block -6.
Screening C[C@@H]1CN([C@H](C)CO)C(=O)Cc2cc(NS(=O)(=O)c3ccc(Cl)cc3)ccc2O[C@@H]1CN(C)Cc1ccccc1 returned SIRT5 inh -3, DENV2 CPE 1, E-selectin induc 0.5, S100A4 inh HTS 0, Statin myotox sup 24, PglD DTNB 1 and ERp5 block -1.
For COc1ccc(CN(C)C[C@@H]2Oc3ccc(NC(=O)C4CC4)cc3C(=O)N([C@H](C)CO)C[C@H]2C)cc1 the results were SIRT5 inh -4, E-selectin induc 0.4, S100A4 inh HTS 8, Statin myotox sup 7, PglD DTNB 1 and ERp5 block inconclusive.
CC(C)[C@H](NC(=O)N1CC(=O)Nc2ccccc21)C(=O)N1CCC(C(=O)O)CC1 was read as SIRT5 inh 0, DENV2 CPE -6, S100A4 inh HTS -10 and ERp5 block 4.
`CCOc1ccc(C(O)(CCC(C)C)C(CN2CCOCC2)c2ccccc2)cc1` (configuration not stated) gave SIRT5 inh -1, DENV2 CPE 8, E-selectin induc -0.3, S100A4 inh HTS 4, Statin myotox sup -6, PglD DTNB 6 and ERp5 block -1.
For O=C(NC[C@@H]1CC[C@H]2[C@H](CN2Cc2ccccc2F)O1)C1CCCCC1 the results were SIRT5 inh -1, DENV2 CPE 4, S100A4 inh HTS -1 and ERp5 block 1.
Screening Cn1c(=O)c2sccc2n(Cc2cccc(Br)c2)c1=O returned SIRT5 inh -3, DENV2 CPE -1, E-selectin induc 0.1, S100A4 inh HTS 0, Statin myotox sup 22, PglD DTNB 1 and ERp5 block 2.
O=C(NCCc1ccco1)C(=O)NCC1OCCCN1S(=O)(=O)c1ccccc1 (configuration not stated) was read as SIRT5 inh 0, DENV2 CPE -8, S100A4 inh HTS -8, Statin myotox sup -2, PglD DTNB 2 and ERp5 block 5.
O=C(O)c1ccccc1SCC(=O)N1c2ccccc2Sc2ccccc21 was read as SIRT5 inh 3, DENV2 CPE 7, S100A4 inh HTS -4, PglD DTNB 1 and ERp5 block 4.
Cc1ccc(CCNC(=O)C2CCN(S(=O)(=O)c3c(C)nn(C)c3C)CC2)cc1 was read as DENV2 CPE 9, E-selectin induc 0.5, S100A4 inh HTS 9, Statin myotox sup 7, PglD DTNB -5 and ERp5 block -7.
`C[C@H](CO)N1C[C@H](C)[C@H](CN(C)C(=O)NC2CCCCC2)Oc2ccc(NC(=O)Nc3ccc4c(c3)OCO4)cc2CC1=O` gave SIRT5 inh 7, DENV2 CPE 3, E-selectin induc 0.3, S100A4 inh HTS -3, Statin myotox sup -17, PglD DTNB 1 and ERp5 block 9.
`COc1cc2c(c3c1c(=O)c1ccccc1n3C)C=CC(C)(C)O2` gave DENV2 CPE -1, S100A4 inh HTS -16 and ERp5 block 3.
For O=C(CSc1cccc[n+]1[O-])NCCCc1ccccc1 the results were SIRT5 inh -3, DENV2 CPE -1, S100A4 inh HTS -4 and ERp5 block -4.
For C[C@@H]1CN([C@H](C)CO)S(=O)(=O)c2ccc(-c3cccc(F)c3)cc2O[C@H]1CN(C)S(=O)(=O)c1ccccc1 the results were SIRT5 inh 17*, DENV2 CPE -6, E-selectin induc -0.2, S100A4 inh HTS 4, Statin myotox sup -42, PglD DTNB 2 and ERp5 block 9.

Screening results: PubChem BioAssay, Broad Institute
